Screening data deposited in PubChem by Broad Institute.
RAD54 branch = blocks human RAD54 Holliday junction branch migration | hit rate 0.14% among 360,000 | AID 602329 | inhibition, % at 10.4 µM | Q92698 | FAM/BHQ fluorescence;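 active means mean normalized replicate activity at least 40 and at least half of replicates scoring 40 or more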;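 further: 0% = median of neutral control wells and 100% = median of positive control wells; inhibitors cause a drop in the FAM fluorescence signal; in these data hits start at about 50%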
Target sequence (Q92698 whole entry, looked up): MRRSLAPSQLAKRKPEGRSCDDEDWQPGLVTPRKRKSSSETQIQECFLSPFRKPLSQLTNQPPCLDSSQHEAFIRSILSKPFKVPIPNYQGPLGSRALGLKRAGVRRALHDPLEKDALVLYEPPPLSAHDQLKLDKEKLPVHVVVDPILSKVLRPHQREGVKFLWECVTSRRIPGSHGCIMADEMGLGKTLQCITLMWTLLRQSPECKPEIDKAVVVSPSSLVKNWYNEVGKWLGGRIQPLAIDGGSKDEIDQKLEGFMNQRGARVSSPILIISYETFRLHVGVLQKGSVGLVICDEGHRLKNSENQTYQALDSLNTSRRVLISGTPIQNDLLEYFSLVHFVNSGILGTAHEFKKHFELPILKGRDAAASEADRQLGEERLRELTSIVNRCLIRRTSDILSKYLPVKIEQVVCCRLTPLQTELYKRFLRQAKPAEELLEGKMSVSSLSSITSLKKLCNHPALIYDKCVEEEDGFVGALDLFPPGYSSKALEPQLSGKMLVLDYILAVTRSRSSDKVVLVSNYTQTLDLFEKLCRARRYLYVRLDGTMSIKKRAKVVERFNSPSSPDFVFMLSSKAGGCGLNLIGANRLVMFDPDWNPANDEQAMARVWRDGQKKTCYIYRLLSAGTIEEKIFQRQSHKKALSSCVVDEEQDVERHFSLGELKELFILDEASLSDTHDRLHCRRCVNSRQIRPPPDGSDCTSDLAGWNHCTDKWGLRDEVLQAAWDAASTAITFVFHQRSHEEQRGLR
E-selectin induc = induces E-selectin expression in human endothelial cells. HUVEC E-selectin immunofluorescence imaging; normalized: neutral wells 0, TNF-alpha wells 100. activation, % at 7.58 µM. hit rate 0.37% among 260,000. AID 686992;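 active means mean E-selectin-positive cell signal at least 10% of the positive control, reached in at least 60% of replicates, without over 20% cell loss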;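 further: in these data hits start at about 27%; measured in HUVEC primary endothelial cells; signal is the percent of cells scored E-selectin positive by PE staining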
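material = human umbilical vein endothelial cells (HUVEC), E-selectin induction | quantity = 3,000 cells/well | medium = EGM-2 growth medium on 0.1% gelatin-coated wells | technique = immunofluorescence imaging | read-out basis = % PE-positive cells | control set = TNF-alpha positive control, DMSO neutral control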
S100A4 MyoIIA = inhibitors of human S100A4 binding to myosin IIA peptide. AID 652163. P26447. S100A4/TAMRA-MyoIIA peptide fluorescence polarization. inhibition, % at 10.7 µM. hit rate 0.14% among 360,000;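 active means mean inhibition of at least 70% across replicates, with every replicate also reaching that level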
Target sequence (P26447 whole entry, looked up): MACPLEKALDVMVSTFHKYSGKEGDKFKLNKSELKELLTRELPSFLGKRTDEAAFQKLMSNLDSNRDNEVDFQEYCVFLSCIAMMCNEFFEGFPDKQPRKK
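Test system – S100A4 monomer (human) · Compound – single-point compound testing · Schedule – 5 min incubation before reading · Probe or stimulus – TAMRA-labelled myosin IIA heavy-chain peptide probe, 5 nM · Benchmarks – neutral control DMSO, positive control TFP · Medium – Calcium-containing HEPES buffer, pH 7.2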
esBAF inh = SWI/SNF esBAF complex inhibition | AID 602393 | mouse ES cells, Bmi1-luciferase knock-in reporter, 24 h; 100% = twice the neutral-well signal | hit rate 2% among 350,000 | reporter increase, % at 12.5 µM; in the data active means activation above about 40%;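 further: 0% = median of the plate's neutral control wells and 100% = double that signal; a rise in the Bmi1 reporter signal indicates esBAF inhibition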
RAD52 anneal inh = blocks human RAD52 DNA annealing | hit rate 0.46% among 360,000 | recombinant RAD52 DNA annealing, FRET fluorescence | inhibition, % at 18.7 µM | P43351;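 active means every replicate showing at least 50% inhibition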
ERAP1 inh = inhibitors of human ERAP1 aminopeptidase | Q9NZ08 | recombinant ERAP1, Leu-AMC fluorescence, 60 min | inhibition, % at 10.7 µM | hit rate 0.15% among 340,000;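 active means mean replicate inhibition of at least 30%, or all replicates individually reaching that 30% level; inactive means mean below 30% and not every replicate reaching it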;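 further: 0% = neutral control wells and 100% = L-leucinethiol positive control wells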
ERp5 block = ERp5 (human) disulfide isomerase inhibition; hit rate 0.05% among 350,000; Q15084; ERp5 insulin aggregation, absorbance 650 nm, 90 min; inhibition, % at 9.99 µM; AID 651711;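 active means mean replicate inhibition above about 25%, with every replicate also reaching it, limit read from the data, passing the limit was not always enough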
XiGFP reactiv = activators of X-chromosome reactivation in mouse fibroblasts. XiGFP mouse fibroblasts, % GFP-positive cells imaging, 3 d; cells co-treated with 5-aza-dC sensitizer; scaled so ellipticine positive control = 100%. hit rate 0.055% among 360,000. AID 743238. activation, % at 7.58 µM;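 active means mean normalized replicate activation at least 10% and every replicate at or above 10%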;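 further: 0% = median of on-plate neutral control wells and 100% = ellipticine 6 µM median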
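assay system = SV40-immortalized XiGFP fibroblast cells, line 68-5-11 | buffer or medium = DMEM plus 5-aza-dC sensitizer | doses = single-point pinned compound dosing | times = 3-day compound exposure, then 15 min fixation at room temperature | benchmarks = positive control ellipticine, 6 µM final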
An asterisk follows results filed as active; x = not tested or not shown; & = joins results of further samples.

1. C[C@@H]1CN([C@@H](C)CO)C(=O)c2cc(C#Cc3ccccc3F)cnc2O[C@@H]1CN(C)C(=O)Cc1ccncc1
2. CCCCCCCCCCCCN1[C@@H](CC(=O)OC)c2cc(F)ccc2S1(=O)=O
3. CCOC(=O)c1cc(-c2ccccc2)nn1CC1CC(c2ccc(Cl)cc2)=NO1 (stereo unspecified)
4. O=C(NC1CCCCC1)C(c1ccc2ncccc2c1)N(Cc1ccc2c(c1)OCO2)C(=O)c1ccc2c(c1)OCCO2 (stereo unspecified)
5. CCN(CC)c1ccc(/C=N/NC(=O)c2cnccn2)cc1
6. COc1ccccc1CNC(=O)CSc1nnc2c(Cl)cc(C(F)(F)F)cn12
Assay by compound	1	2	3	4	5	6
RAD54 branch	8	-21	-1	8	x	1
E-selectin induc	x	-0.2	-0.2	x	x	-1.0
S100A4 MyoIIA	-5	8	x	5	6	6
esBAF inh	-2	-19	6	5	x	x
RAD52 anneal inh	-37	-10	x	-3	-48	-31
ERAP1 inh	5	x	x	5	18	1
ERp5 block	-3	2	x	-1	-3	-2
XiGFP reactiv	-0.3	-0.1	0.9	0.2	0.1	0.2

7. Cc1nn(CCC#N)c(C)c1Oc1ccccc1O
8. CN1CCN(C(=O)C[C@@H]2CC[C@H]3[C@@H](COC[C@@H](O)CN3Cc3cccc(F)c3)O2)CC1
9. CCc1ccc(OCc2nnc(SCC(=O)NCC3CCCO3)n2C)cc1 (stereo unspecified)
10. Cc1ccc(C)c(OCC(=O)Nc2cc(C)on2)c1
11. C[C@@H]1CN([C@H](C)CO)S(=O)(=O)c2ccc(-c3ccc(C(=O)N(C)C)cc3)cc2O[C@@H]1CN(C)C(=O)C1CCCCC1
12. C/C=C/c1ccc([C@H]2[C@@H](CO)N(CCC(F)(F)F)C23CN(C(=O)COC)C3)cc1
Assay by compound	7	8	9	10	11	12
RAD54 branch	-8	-10	3	-11	1	x
E-selectin induc	-0.2	0.1	0.4	0.0	1.0	0.3
S100A4 MyoIIA	-1	-4	0	-3	-3	1
esBAF inh	-3	-1	0	33	1	x
RAD52 anneal inh	-9	-9	-15	-18	0	-13
ERAP1 inh	x	0	-1	0	-1	-1
ERp5 block	1	5	1	4	-6	-3
XiGFP reactiv	-0.1	0.0	0.3	0.3	-1.3	0.0

13. CCC(=O)N1[C@@H](CO)[C@@H](c2ccc(-c3cccnc3)cc2)[C@@H]1CN(CC)C(C)=O
14. C[C@H](CO)N1C[C@H](C)[C@@H](CN(C)S(C)(=O)=O)Oc2cc(Br)ccc2S1(=O)=O
15. Cc1cc(C)c(NC(=O)COC(=O)C2=COCCO2)c(C)c1
16. CC(Sc1ncn[nH]1)C(=O)NCc1ccccc1 (stereo unspecified)
17. C[C@@H]1CN([C@H](C)CO)C(=O)Cc2cc(NC(=O)C3CCCCC3)ccc2O[C@H]1CN(C)Cc1ccc(C(=O)O)cc1
18. CN(C(=O)C1CCCCC1)C1(C)CCS(=O)(=O)C1 (stereo unspecified)
Assay by compound	13	14	15	16	17	18
RAD54 branch	-1	0&-6	-14	6	-3	x
E-selectin induc	0.2	-2.4	0.0	0.0	0.7	0.7
S100A4 MyoIIA	20	0&-42	0	-1	25	2
esBAF inh	-4	-1&1	-5	-2	-4	-9
RAD52 anneal inh	-17	-6	-18	-18	5	-1
ERAP1 inh	0	0&-1	1	-7	11	1
ERp5 block	-2	-2&4	-2	6	0	-6
XiGFP reactiv	0.0	0.7	0.0	0.0	0.1	-0.1

19. CC(C)c1onc(C(=O)Nc2cccnc2Cl)c1[N+](=O)[O-]
20. C[C@@H]1CN([C@H](C)CO)C(=O)c2cc(NC(=O)Nc3ccccc3)ccc2O[C@@H]1CN(C)S(=O)(=O)c1ccc(F)cc1
21. CCN(CC(=O)Nc1ccc(NC(C)=O)cc1)CC(=O)Nc1cccc(Cl)c1
22. Cc1cc(Br)cn2c(Cc3cccc(F)c3)c(-c3ccc(C#N)cc3)nc12
23. CO[C@H]1CN(C)C(=O)c2ccc(NC(=O)NC(C)C)cc2OC[C@H](C)N(Cc2ccccn2)C[C@H]1C
24. CCOC(=O)[C@H]1[C@H]2COc3cc(OC)ccc3[C@@H]2N2C(=O)CN(C)C(=O)[C@@]12C
Assay by compound	19	20	21	22	23	24
RAD54 branch	x	1	8	x	1	5
E-selectin induc	x	0.1	x	-0.1	0.0	-0.1
S100A4 MyoIIA	-3	-3	2	-9	2	1
esBAF inh	x	-12	3	x	1	-4
RAD52 anneal inh	-19	1	-8	-38	0	-14
ERAP1 inh	-5	-4	0	-2	-3	-2
ERp5 block	-1	-5	2	-7	1	7
XiGFP reactiv	0.2	-1.3	0.0	-0.1	0.0	-0.2

25. CCN1CCN(S(=O)(=O)c2ccc(Cl)c(C(=O)Nc3ccccc3N3CCCC3)c2)CC1
26. Cc1ccc([C@H]2C[C@@H](O)[C@H](n3cc(COC(=O)c4ccccc4)nn3)CN2C(=O)c2cccs2)cc1
27. CCOC(=O)C1(Cc2ccc(Cl)cc2)CCN(C(=O)C2CCCO2)CC1 (stereo unspecified)
28. COC(=O)Cc1ccc(NC(=S)N2CCN(CCO)CC2)cc1
29. COC(=O)C(Cc1cccc(C)n1)(c1ccccc1)c1ccccc1
30. Oc1ccc(F)c2cccnc12
Assay by compound	25	26	27	28	29	30
RAD54 branch	-13	1	3	x	4	-8
E-selectin induc	0.1	x	x	-0.2	x	x
S100A4 MyoIIA	6	5	8	-3	1	5
esBAF inh	-12	-4	-3	x	0	-1
RAD52 anneal inh	-9	-9	-5	-5	2	9
ERAP1 inh	1	-1	-4	-1	2	-3
ERp5 block	-10	2	0	0	2	0
XiGFP reactiv	0.2	-0.1	0.0	-0.1	0.2	0.0

Retrieved one by one from the list above (five):
27. CCOC(=O)C1(Cc2ccc(Cl)cc2)CCN(C(=O)C2CCCO2)CC1 (stereo unspecified)
26. Cc1ccc([C@H]2C[C@@H](O)[C@H](n3cc(COC(=O)c4ccccc4)nn3)CN2C(=O)c2cccs2)cc1
30. Oc1ccc(F)c2cccnc12
28. COC(=O)Cc1ccc(NC(=S)N2CCN(CCO)CC2)cc1
29. COC(=O)C(Cc1cccc(C)n1)(c1ccccc1)c1ccccc1
Assay by compound	27	26	30	28	29
RAD54 branch	3	1	-8	x	4
E-selectin induc	x	x	x	-0.2	x
S100A4 MyoIIA	8	5	5	-3	1
esBAF inh	-3	-4	-1	x	0
RAD52 anneal inh	-5	-9	9	-5	2
ERAP1 inh	-4	-1	-3	-1	2
ERp5 block	0	2	0	0	2
XiGFP reactiv	0.0	-0.1	0.0	-0.1	0.2

Going on with the list:
31. Cc1[nH]c2ccccc2c1/C=N\NC(=O)Cn1nnc(-c2ccccc2)n1
32. Cc1ccc(C(=O)NNC2=Nc3cc([N+](=O)[O-])ccc3OC2)cc1
33. Cc1onc(-c2ccccc2Cl)c1C(=O)NC(C)c1ccccc1 (stereo unspecified)
34. CC(C)NC(=O)N[C@H]1CC[C@H](CC(=O)NCCCN(C)C)O[C@H]1CO
35. Cc1ccccc1-c1nc(CS(=O)(=O)CC(=O)NC2CC2)c(C)o1
36. COc1ccc(CCN2CC(C(=O)NCCc3ccccc3C)CCC2=O)cc1 (stereo unspecified)
Assay by compound	31	32	33	34	35	36
RAD54 branch	x	-1	11	4	-3	-1
E-selectin induc	-0.1	-0.1	x	0.1	x	0.3
S100A4 MyoIIA	-3	-2	1	8	-18	10
esBAF inh	x	-4	9	-2	3	0
RAD52 anneal inh	-28	-2	-3	-8	0	-7
ERAP1 inh	-2	x	0	-1	4	0
ERp5 block	-7	0	3	-2	-1	2
XiGFP reactiv	0.2	x	0.6	0.1	0.4	0.1

37. COc1c2ccccc2c(OC)c2ccccc12
38. C=CCCC(=O)N1C[C@H]2CON(C)[C@H]2C[C@H]1c1cccc(Oc2ccccc2)c1
39. COc1ccc2c(c1)CC=C1C2CCC2(C)C(=O)C(=NO)CC12 (stereo unspecified)
40. O=C(O)C(Cc1ccccc1)NC(=O)C(Cc1ccccc1)NC(=O)C12CC3CC(CC(C3)C1)C2 (stereo unspecified)
41. CC1CCC2(CC1)NC(=O)N(NC(=O)c1cccc(N(C)C)c1)C2=O (stereo unspecified)
42. O=C(COC(=O)/C=C/c1ccccc1)NC1CC1
Assay by compound	37	38	39	40	41	42
RAD54 branch	x	-2	x	-5	-8	-9
E-selectin induc	x	x	-3.0	x	x	x
S100A4 MyoIIA	-2	-4	-3	-1	15	-4
esBAF inh	x	-6	16	x	5	-2
RAD52 anneal inh	-8	-14	4	-8	-15	-11
ERAP1 inh	-3	1	-4	-5	5	3
ERp5 block	6	-7	0	-1	-18	2
XiGFP reactiv	0.0	0.2	0.0	0.0	-0.5	0.1

43. O=S(=O)(Cc1c(F)cccc1Cl)c1ncn[nH]1
44. COc1cc(NCCCn2cnc(C(=O)Nc3ccc(C)c(C)c3)n2)cc(OC)c1OC
45. C/C(=C\c1cccs1)C(=O)c1c(C)cc(C)[nH]c1=O
46. C[C@H](NC(=O)C1CCC(CNC(=O)[C@@H]2CCCN2C(=O)OC(C)(C)C)CC1)C(=O)O (stereo partly specified)
47. O=C(O)[C@H]1Cc2ccccc2CN1S(=O)(=O)c1ccc(F)cc1
48. C=CCn1c(SCC(=O)NCC2CCCO2)nnc1-c1ccncc1 (stereo unspecified)
Assay by compound	43	44	45	46	47	48
RAD54 branch	x	3	x	-9	1	-13
E-selectin induc	4.3	-0.3	-0.1	x	1.0	x
S100A4 MyoIIA	-1	5	5	-5	-2	3
esBAF inh	x	-8	x	-7	-1	-3
RAD52 anneal inh	-9	-1	-18	-10	-20	5
ERAP1 inh	3	1	3	0	0	3
ERp5 block	1	1	-3	2	-6	1
XiGFP reactiv	-0.5	0.0	0.1	0.3	0.0	0.0

49. COc1ccccc1-n1c(SCC(=O)c2ccc(O)cc2O)nc2cc([N+](=O)[O-])ccc21
50. Cc1ccc(-c2ccc3c(c2)O[C@H](CN(C)C(=O)Nc2ccc(C(F)(F)F)cc2)[C@@H](C)CN([C@@H](C)CO)S3(=O)=O)cc1
51. O=C(CN1CCN(Cc2ccc(F)cc2)CC1)Nc1nc2ccccc2s1
52. OCC1(Cc2ccc(Cl)cc2)CCN(CCCc2ccccc2)CC1
53. CCOC(=O)C1CCCN(C(=O)c2ccc(CS(=O)(=O)Cc3ccccc3C)o2)C1 (stereo unspecified)
54. OC(CSc1nnnn1-c1ccccc1)Cn1c2ccccc2c2ccccc21 (stereo unspecified)
Assay by compound	49	50	51	52	53	54
RAD54 branch	x	0	-12	x	-2	x
E-selectin induc	-0.3	0.2	0.2	x	-1.4	-0.1
S100A4 MyoIIA	-1	-4	0	-7	16	4
esBAF inh	x	8	6	x	-2	x
RAD52 anneal inh	-14	9	-24	0	-8	-12
ERAP1 inh	-1	-1	-6	6	-1	-4
ERp5 block	5	3	3	9	0	5
XiGFP reactiv	0.6	-1.1	0.1	0.0	0.2	0.2

55. Cc1ccc(S(=O)(=O)Nc2cc(Cl)c(O)c3ncccc23)cc1
56. CC(=O)N(C)C[C@@H]1Oc2ncc(-c3ccc(F)cc3)cc2C(=O)N([C@@H](C)CO)C[C@H]1C
57. FC(F)(F)c1cnc(N2CCSCC2)c(Cl)c1
58. COc1cc(C(=O)Nc2ccc(S(=O)(=O)Nc3ncccn3)cc2)c([N+](=O)[O-])cc1OC
Assay by compound	55	56	57	58
RAD54 branch	6	-4	x	1
E-selectin induc	2.4	0.2	x	x
S100A4 MyoIIA	-7	13	4	-4
esBAF inh	-56	-4	x	-3
RAD52 anneal inh	-10	-7	3	-19
ERAP1 inh	5	-1	2	3
ERp5 block	0	12	2	2
XiGFP reactiv	1.7	0.0	0.0	0.1
